KDM5B inhibitor: blocks human KDM5B histone demethylase activity; Q9UGL1; KDM5B demethylase, FDH-coupled NADH fluorescence (FDH is formaldehyde dehydrogenase); Potency, µM (top dose mostly 57.7 µM), for inactives: at the highest dose activity change, negative = inhibition, most hits filed as inhibitors; hit rate 2.6% among 220,000; AID 1347165; active = well fitted inhibition curve with a large enough effect; inconclusive = small, poorly fitted or top-dose-only effect; inactive = no such curve, though single readings can be large or run the other way; note: 0% is about no effect; nearly all actives have a fitted effect of over 70% in size
Target sequence (Q9UGL1 whole entry, looked up): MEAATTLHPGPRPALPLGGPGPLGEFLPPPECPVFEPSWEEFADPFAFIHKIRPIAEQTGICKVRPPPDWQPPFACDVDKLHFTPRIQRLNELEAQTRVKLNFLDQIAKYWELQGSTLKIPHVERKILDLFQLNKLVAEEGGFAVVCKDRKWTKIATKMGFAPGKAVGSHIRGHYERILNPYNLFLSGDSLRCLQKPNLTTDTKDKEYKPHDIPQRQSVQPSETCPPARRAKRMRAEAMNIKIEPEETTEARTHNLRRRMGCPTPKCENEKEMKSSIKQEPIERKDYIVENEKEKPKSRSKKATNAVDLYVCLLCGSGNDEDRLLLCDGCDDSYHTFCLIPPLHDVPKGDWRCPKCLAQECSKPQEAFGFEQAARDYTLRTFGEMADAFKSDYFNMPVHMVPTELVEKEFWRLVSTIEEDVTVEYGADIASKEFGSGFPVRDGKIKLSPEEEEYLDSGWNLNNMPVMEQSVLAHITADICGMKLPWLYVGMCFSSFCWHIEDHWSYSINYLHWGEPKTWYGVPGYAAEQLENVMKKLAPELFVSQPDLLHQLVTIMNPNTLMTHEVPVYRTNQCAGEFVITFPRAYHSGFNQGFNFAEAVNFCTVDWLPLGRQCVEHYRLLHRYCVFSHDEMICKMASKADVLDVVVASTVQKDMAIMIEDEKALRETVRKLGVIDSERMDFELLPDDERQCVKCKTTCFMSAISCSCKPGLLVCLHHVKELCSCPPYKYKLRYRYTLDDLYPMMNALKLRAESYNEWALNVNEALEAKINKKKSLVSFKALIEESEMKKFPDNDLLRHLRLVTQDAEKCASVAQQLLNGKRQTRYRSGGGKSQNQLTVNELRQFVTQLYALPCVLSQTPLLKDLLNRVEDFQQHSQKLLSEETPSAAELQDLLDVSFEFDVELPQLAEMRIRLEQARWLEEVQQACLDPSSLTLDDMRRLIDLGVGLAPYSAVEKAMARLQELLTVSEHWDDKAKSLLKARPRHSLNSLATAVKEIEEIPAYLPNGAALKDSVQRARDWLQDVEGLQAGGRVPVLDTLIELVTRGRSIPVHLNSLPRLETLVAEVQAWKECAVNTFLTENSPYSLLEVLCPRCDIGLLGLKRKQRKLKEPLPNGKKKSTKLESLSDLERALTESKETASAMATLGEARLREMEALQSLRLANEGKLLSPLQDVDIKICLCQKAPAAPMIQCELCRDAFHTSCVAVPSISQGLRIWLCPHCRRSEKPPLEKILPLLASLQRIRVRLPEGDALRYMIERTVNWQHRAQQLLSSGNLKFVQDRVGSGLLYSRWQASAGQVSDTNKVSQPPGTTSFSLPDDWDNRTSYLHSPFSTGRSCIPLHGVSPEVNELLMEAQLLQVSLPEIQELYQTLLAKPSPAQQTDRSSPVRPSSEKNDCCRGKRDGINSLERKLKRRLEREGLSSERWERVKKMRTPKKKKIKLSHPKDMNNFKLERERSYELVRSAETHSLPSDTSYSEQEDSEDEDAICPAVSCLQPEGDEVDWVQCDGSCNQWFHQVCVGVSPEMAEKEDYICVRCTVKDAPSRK
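Inhibition is measured as reduced NADH fluorescence generation from FDH coupling to formaldehyde release. Truncated KDM5BΔAP at 200 nM final acts on H3K4me3 peptide (12.5 µM in substrate mix) in pH 7.5 HEPES buffer with Tween-20, 30 min, room temperature.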
The depositor's hits bear a star; ? = inconclusive; & = joins results of further samples; ! = a repeat was not active; [ ] = another dose, or the depositor's remark. Potency is the fitted concentration of half-maximal effect. Only part of the results is shown; the hit share may differ from the screen's.

SMILES	KDM5B inhibitor
Cc1ccccc1-n1c(C)nnc1SCC(=O)Nc1c(C#N)c(C)c(C)n1Cc1ccccc1	5%
CCOC(=O)N1CCc2c(sc3c2c(=O)n(-c2ccc(F)cc2)c(=O)n3CC(=O)c2ccc(Cl)cc2)C1	-5%
Cc1ccc(NC(=O)CN2C(=O)CCSc3ccccc32)c(C)c1	18%
CCc1ccc(N2CC(c3noc(-c4ccncc4)n3)CC2=O)cc1 (stereo not given)	7%
Cc1cccc(N2CCN(C(C(=O)O)c3cn(C)c4ccc(C(=O)O)cc34)CC2)c1C (stereo not given)	-18%
COc1ccc(CNC(=O)Cn2c(=O)nc(-c3ccccc3)c3cc(Cl)ccc32)cc1OC	15%
CNC(=O)C1CCC(Cn2c(=O)c3sccc3n(CC(=O)NCc3cccc(OC)c3)c2=O)CC1 (stereo not given)	-4%
CCOC(=O)c1cnc(N2CCN(c3ccc(OC)cc3)CC2)c2ccccc12	?
COc1cc(/C=c2\s/c(=C\C(=O)C(C)(C)C)[nH]c2=O)cc(Cl)c1OC(C)C	-21%
CC1CCC2(CC1)NC(=O)N(CC(=O)N1CCCc3ccccc31)C2=O (stereo not given)	20%
Cc1ccc2c(C)c(CCC(=O)Nc3ccc(F)cc3F)c(=O)oc2c1	7%
CCNC(=O)C(C)NC(=O)CCc1ncc(-c2ccc(CC(C)C)cc2)o1 (stereo not given)	16%
CN1C=CC(=CC=C2C=CC(=O)C=C2)C=C1	-12%
COc1cc(C(CC(=O)NCc2ccc(F)cc2)N2Cc3ccccc3C2=O)cc(OC)c1OC (stereo not given)	-24%
O=C(Nc1ccc2c3c(cccc13)CC2)c1ccc(Cl)cc1	-10%

Some of the entries so far, with each value named:
CCOC(=O)c1cnc(N2CCN(c3ccc(OC)cc3)CC2)c2ccccc12
  KDM5B inhibitor: ?
COc1cc(/C=c2\s/c(=C\C(=O)C(C)(C)C)[nH]c2=O)cc(Cl)c1OC(C)C
  KDM5B inhibitor: -21%
CC1CCC2(CC1)NC(=O)N(CC(=O)N1CCCc3ccccc31)C2=O (stereo not given)
  KDM5B inhibitor: 20%
Cc1ccc2c(C)c(CCC(=O)Nc3ccc(F)cc3F)c(=O)oc2c1
  KDM5B inhibitor: 7%

Later entries:
SMILES	KDM5B inhibitor
COc1ccc(Nc2nc(Nc3ccc(OC)cc3OC)nc(N3CCOCC3)n2)c(OC)c1	4%
COc1ccc(C2C(=O)N(C3CCCCC3)CC(=O)N2Cc2ccccc2Cl)cc1OC (stereo not given)	-31%
COc1cccc(C(=O)N2CCC3(CC2)OCC(C(=O)NCC(C)C)N3C(=O)c2ccc(F)cc2)c1 (stereo not given)	7%
COc1ccc(-c2cn3c(n2)sc2cc(C(=O)NC4CCCc5ccccc54)ccc23)cc1 (stereo not given)	?
CCCN1C(=O)c2[nH]nc(-c3ccccc3O)c2C1c1ccc(OCc2ccccc2)c(OCC)c1 (stereo not given)	4%
Cc1nnc(-c2cc(-c3cccc(F)c3)ccn2)n1Cc1ccccc1	21%[86.2 µM]
Cc1noc([C@@H]2CN(Cc3ccc(C)o3)C[C@H]2CO)n1	-38%
O=C(NC1CC1)c1ccccc1OCC1CCCN(C2CCCCC2)C1 (stereo not given)	15%
CCOC(=O)C1(C)C=C(Nc2cccc(C(=O)O)c2)C(=O)N1c1cccc(C(=O)O)c1 (stereo not given)	?
Cc1ccc(C(=O)/C=C/c2cc(Br)c(O)c(Br)c2)cc1	?
CC(C)(C)c1ccc(/C=N/c2sc3c(c2C#N)CCCC3)cc1	-12%
CC#CC[N+](C)(C)CC(=O)c1ccccc1	-2%&1%
O=C(N[C@@H]1CN(C(=O)C2CC2)CC[C@@H]1CO)C1CC1	-5%
CCOC(=O)c1c(-c2ccccc2)csc1NC(=O)c1cc(-c2ccc(Cl)cc2)on1	-23%
CCCCc1cc(=O)oc2c(C)c(OCC)ccc12	-1%
Cc1cc2nn(-c3ccccc3)nc2cc1NC(=O)c1cccc2c(Cl)cccc12	-14%
COc1ccccc1CNC(=O)c1cc2cn(C(C)C)cc2s1	?
Cc1ccc(-n2c(=O)c3c(cnn3C)n(Cc3ccc(Cl)cc3)c2=O)cc1	-15%
Cc1noc(C)c1CC(=O)N1CCCC2(C1)Nc1cccnc1NC2=NCc1ccccc1 (stereo not given)	28µM*
O=C(O)c1cncc(N2CCC3(CC2)CNC(C(=O)O)C3)n1 (stereo not given)	1%
CCCCCCCCSCCC(=O)O	1%
CCN(c1ccccc1)C(CNS(=O)(=O)c1ccccc1)c1ccccc1 (stereo not given)	?
COc1ccccc1-c1nc2nccc(-c3ccco3)n2n1	?
COc1ccc(-c2nn(-c3ccccc3)cc2CN2CCN(C)C(C)C2)c(F)c1 (stereo not given)	2%
CC(C)(C)C(=O)OC/C(N)=N/OC(=O)c1ccccc1	-5%
Cc1ccc(NC(=O)Nc2ccc(C)n(CC(=O)Nc3ccccc3)c2=O)cc1	?
Cc1ccc(OCC(=O)Nc2c(C(=O)c3ccccc3)oc3ccccc23)cc1C	?
COc1ccc(C(=O)N/N=C/c2sc(=O)n(Cc3cccc(C(=O)O)c3)c2Cl)cc1	-5%
Cc1nn2c(C)c(C(=O)NCc3ccc(OC(C)C)cc3)cnc2c1-c1ccc(F)cc1	-6%
CN(C(=O)Cc1cccs1)C1(C(=O)NC2CCCCC2)CCCCC1	1%
CC(C)(CNC(=O)CCc1ncc(-c2ccccc2F)o1)N1CCOCC1	-20%
Cc1ccc(Br)cc1S(=O)(=O)N(C)CCC#N	18%
COc1cccc(CNC(=O)N2CCc3sccc3C2)c1	12%
Cc1ccc(NCC(=O)Nc2ccc(CC#N)cc2)c(F)c1	18%
CN(CC(=O)NCCc1ccccc1)Cc1ccc(C(F)(F)F)cc1	-2%
COC(=O)c1ccc(CN2C(=O)[C@@H]3C[C@@H](O)CN3C3(CN(Cc4cccc(F)c4)C3)C2=O)cc1	-5%
Cc1cc(N/N=C/c2cccnc2)nc(NCc2ccccc2)n1	-1%
CC(=O)N1CCCC2(Cc3ccccc3CN2S(=O)(=O)c2ccccc2)C1 (stereo not given)	11%[115 µM]
Cn1cc(CN2C[C@@H](F)[C@@H](OCc3nc4ccccc4n3C)C2)c2ccccc21	?
O=C(NCCc1nc(-c2cccnc2)n[nH]1)C1CNCCO1 (stereo not given)	-2%
Cc1ccccc1CC(=O)N1CC(F)(F)C[C@H]1c1nnc(C2CC2)o1	-7%
COc1ccccc1C(=O)N1CCC2(CC1)CN[S+](=O)([O-])c1cccnc1O2	?
CCOc1ccc(-c2cc3c(=O)n(CCNC(=O)c4cccc5[nH]ccc45)ccn3n2)cc1	28µM*
COCCCNC(=O)C(NC(=O)c1ccccc1C)C1CCN(C(=O)c2ccc(F)cc2)CC1 (stereo not given)	20%
CN(C)CCOc1cccc(C(=O)/C=C/c2ccc(C(=O)O)cc2)c1	-8%
CN1CCN(C2=NC(=O)/C(=C/c3cn[nH]c3-c3ccccc3)S2)CC1	-5%
C[C@@H]1C(=O)O[C@H]2[C@H]1CC[C@@]1(C)Cc3sc(NCCc4ccccn4)nc3[C@@H](C)[C@H]21	-11%[86.2 µM]
CCS(=O)(=O)N1CCCCCCN(C)C(=O)CC1	11%
COc1ccc(-c2nnc(SCC(=O)Nc3cc(OC)ccc3OC)nc2-c2ccc(OC)cc2)cc1	?
O=C(NCc1nc2ccccc2[nH]1)c1c(F)cccc1F	-4%
O=C(CSc1nccn1Cc1ccco1)Nc1cccc(F)c1	-11%
Cc1ccc(NC(=O)COC(=O)c2nc(-c3ccccc3)oc2C)c(C)c1	4%
COc1ccccc1N1CCN(C(=O)COc2cccc3ccccc23)CC1	-5%
O=C(COc1ccc2ccc(=O)oc2c1)NCc1cccs1	?
Cn1nc(NC(=O)Cc2c[nH]c(=O)[nH]c2=O)c2c(N3CCOCC3)cccc21	?
CC1CCCCC12NC(=O)N(CC(=O)OCC(=O)NC(=O)c1ccccc1)C2=O (stereo not given)	18%
CC1(C)NC(=O)N(CC(O)CN(c2ccccc2)S(=O)(=O)c2ccccc2)C1=O (stereo not given)	6%
C[S+](=O)([O-])NC1CCN(c2nc3ncccc3o2)CC1	35µM*!
CS(=O)(=O)Nc1ccc(C2(C(=O)NCC3CCCCC3)CCCCC2)cc1	12%
Nc1ccc2ncnc(N3CCCCC3)c2c1	28µM*

Ordered by the number under KDM5B inhibitor (descending): some entries from above.
SMILES	KDM5B inhibitor
COc1cccc(CNC(=O)N2CCc3sccc3C2)c1	12%
CN(CC(=O)NCCc1ccccc1)Cc1ccc(C(F)(F)F)cc1	-2%
O=C(CSc1nccn1Cc1ccco1)Nc1cccc(F)c1	-11%
CN1C=CC(=CC=C2C=CC(=O)C=C2)C=C1	-12%
Cc1cccc(N2CCN(C(C(=O)O)c3cn(C)c4ccc(C(=O)O)cc34)CC2)c1C (stereo not given)	-18%

Part of the list above, comma-delimited:
molecule,KDM5B inhibitor
Nc1ccc2ncnc(N3CCCCC3)c2c1,28µM*
CC1(C)NC(=O)N(CC(O)CN(c2ccccc2)S(=O)(=O)c2ccccc2)C1=O (stereo not given),6%

Remaining list, next part:
SMILES	KDM5B inhibitor
NS(=O)(=O)CCCC(=O)N1CCC(Cc2cccc(C(=O)O)c2)C1 (stereo not given)	16%
FC(F)(F)c1cccc(-n2c(SCc3cccc(Br)c3)nnc2-c2cccnc2)c1	12%
CCN(CC)CC#CC(OC)(c1ccccc1)C1CCCC1 (stereo not given)	18%
COc1cccc(-n2cc(CN(C)c3ncncn3)cn2)c1	26%
CCc1ccc(Nc2nnc(Cc3ccc(OC)c(OC)c3)c(=O)[nH]2)cc1	-13%
CCOc1ccccc1NC(=O)N1CCC(N2C(=O)C(OC)C23CCOCC3)CC1 (stereo not given)	-5%
Cc1oc2cc(OCC(=O)N3CCC(C(N)=O)CC3)ccc2c(=O)c1Oc1ccccc1	-5%
CC1CCC/C(=N/NC(=O)c2ccc(Br)o2)C1 (stereo not given)	8%
COc1ccc(CNC(=O)CS(=O)(=O)Cc2nc(-c3ccccc3C)oc2C)cc1	9%
Cc1cc(C(=O)OCC(=O)Nc2ccccc2Oc2ccccc2)c2ccccc2n1	-26%
Cc1cc(N2CCCCC2)nc(Nc2ccc(NC(=O)Cc3ccccc3)cc2)n1	-25%
CCOc1ccccc1C(=O)NCC(c1ccc(N(C)C)cc1)N1CCc2ccccc21 (stereo not given)	?
O=C(NC1CCCc2c1[nH]c1c(Cl)cccc21)c1ccncc1 (stereo not given)	-12%
O=C(NCc1ccc2c(c1)OCO2)c1ccc2c(c1)N(Cc1ccccc1F)C(=O)c1ccccc1S2	-22%
CN1CCC(C(=O)N2CCN(C3CCNCC3)C(=O)C2)CC1	?
CC(C)Sc1nc2sc3c(c2c(=O)n1Cc1ccccc1)CCCC3	8%
Cc1cc2oc(=O)cc(CN3CCN(C)CC3)c2cc1C	-20%
COc1ccc(OC)c2c1sc(=NC(=O)C1CC1)n2C	-1%
Cc1ccc(-c2cc(C(=O)O)c3ccc(C)c(C)c3n2)s1	?
O=C(NC1CCCc2c1[nH]c1c(Cl)cccc21)c1ccco1 (stereo not given)	?
CN(Cc1cc(C2CC2)on1)Cc1nnc(C2CC(N)C2)n1C1CC1 (stereo not given)	109%[activator]
COc1ccc(CN(CC(=O)NC2CCCC2)C(=O)CN2C(=O)COc3ccccc32)cc1	26%
Cc1ccc(NC(=O)c2cc(-c3ccc[nH]3)n[nH]2)cc1F	-5%
O=C(CSc1nnnn1-c1ccccc1)N(Cc1ccco1)C1=CCCCC1	-26%
CCC(C)C(=O)Nc1ccc(N2CCCCC2)c2ccncc12 (stereo not given)	?
CCC(C)[C@H](N)c1nnc(SCc2ccc(Cl)c(Cl)c2)o1 (stereo not given in full)	?
COCCN1CC(CO)C2(CCN(Cc3c[nH]c4ccccc34)CC2)C1 (stereo not given)	7%
CC(C)NC(=O)c1ccccc1-c1ncc(-c2ccc(F)cc2)o1	?
CC1(C)[C@H](Cc2cc(CN3CCCCC3)on2)C[C@@H]1NCc1ccccn1	?
Cn1c(=O)c2c(ncn2CC(O)COCc2ccccc2F)n(C)c1=O (stereo not given)	13%
COc1ccc(CNC(=O)COc2ccc(-c3nnc4n3CCCC4)cc2)cc1	13%
COc1cccc(N2C(=O)NC(=NC3CCCCC3)C23CCN(Cc2ccsc2)C3)c1 (stereo not given)	-1%[115 µM]
CCc1ccc2[nH]c(C)c(CC(=O)O)c2c1	-14%
CC(C)CCC(=O)NCCCNC(=O)c1cccs1	-7%
Cc1cc2c(-c3cccc(S(C)(=O)=O)c3)nc(-c3c(C)noc3C)cc2[nH]1	35µM*
CO[C@H]1C[C@@H](O)C12CCN(C(=O)CCc1ccc(-c3cccs3)o1)CC2	14µM*
O=C(C1CCCC1)N1CCC(N2C(=O)C(O)C23CCCCC3)CC1 (stereo not given)	7%
Cc1oc2cc(OCC(=O)Nc3ccc(O)cc3)ccc2c(=O)c1-c1ccccc1	-13%
Cc1cccc(-c2nc(-c3cc4ccc(C)cc4[nH]c3=O)no2)c1	-15%

Looked up above.
CCc1ccc2[nH]c(C)c(CC(=O)O)c2c1 in KDM5B inhibitor: -14%
O=C(C1CCCC1)N1CCC(N2C(=O)C(O)C23CCCCC3)CC1 (stereo not given) in KDM5B inhibitor: 7%
COc1ccc(CNC(=O)COc2ccc(-c3nnc4n3CCCC4)cc2)cc1 in KDM5B inhibitor: 13%
COc1cccc(N2C(=O)NC(=NC3CCCCC3)C23CCN(Cc2ccsc2)C3)c1 (stereo not given) in KDM5B inhibitor: -1%[115 µM]
CC(C)CCC(=O)NCCCNC(=O)c1cccs1 in KDM5B inhibitor: -7%

Compound activity (PubChem BioAssay)
